Glyco luc inh = N-linked glycosylation inhibition | reporter increase, % at 12.5 µM | hit rate 0.23% among 360,000 | D54 ERlucT glycosylation luciferase reporter, 24 h; percent of 100 nM tunicamycin response;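 active = mean luciferase reporter signal, scaled so untreated is 0 and the glycosylation-blocking control 100, at or above a set limit in every replicate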;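 also: luciferase carries N-glycosylation sites so blocking glycosylation raises the light; 0% = median of neutral control wells and 100% = median of 100 nM tunicamycin wells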
iPSC survival up = enhancers of human iPSC single-cell survival. survival enhancement, % at 20 µM. hit rate 0.044% among 360,000. hiPSC single-cell survival, ATPlite luminescence; 100% = ROCK inhibitor wells, 0% = DMSO; in the data active = survival enhancement above about 18%;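 also: cells exposed to compounds for 16 hours before the ATP read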
Vif imaging = inhibitors of HIV Vif | HEK293T cells, Vif self-association by quenched fluorescence, imaging, 24 h | inhibition, % at 7.49 µM | hit rate 0.35% among 340,000 | AID 602346; in the data active = inhibition above about 50%, passing the limit was not always enough; also: some results filed as inactive read as strong as hits
m5-HT2A agonist = mouse HTR2A agonism via beta-arrestin recruitment | CHO-K1 mHTR2A beta-arrestin complementation, luminescence; percent of 30 µM serotonin response | activation, % at 7.6 µM | P35363 | hit rate 0.66% among 360,000;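 active = activation above a run cutoff, the mean activation of all tested compounds plus 3 SD, cut at about 14% in these data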;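 also: 0% = plate median of compound wells and 100% = 30 µM serotonin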
Cardio protect = modulators protecting cardiomyocytes from myocardial damage; H9c2 cardiomyocytes, H2O2 injury protection, ATPLite, 2 h; protection from H2O2 cell death, % at 20 µM; hit rate 0.63% among 360,000;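 active = compounds giving at least 50% protection of heart cells from peroxide-induced death in the single-dose screen, raw or plate-pattern-corrected value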;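 also: 0% = DMSO wells with peroxide and 100% = DMSO wells without peroxide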
CaV13 FRET inh = Disruptors of the CACNA1D IQ motif to Ca2+-dependent inactivation inhibitor domain association, primary screening, Förster resonance energy transfer in intact living … | hit rate 0.098% among 340,000 | inhibition, % at 12.3 µM | HEK cells, CFP/YFP FRET ICDI-IQ, plate reader, 10 min; percent FRET-ratio fall versus neutral wells;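 active = mean replicate inhibition of at least 30% and at least 1% of replicates passing that level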;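 also: 0% = median of the neutral control wells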
aDG glyco act = alpha-DG glycosylation activation; activation, % at 10 µM; AID 624168; hit rate 0.22% among 360,000; Pro5-aDG cells, alpha-DG glycosylation AlphaScreen (IIH6); 0% Pro5, 100% B10-LARGE cell signal;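 active = activation of at least 8% versus controls, or a plate z-score of at least 8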;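 also: Pro5 are CHO cells carrying HIG-tagged alpha-DG that lacks glycosylation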
Granule exo inh = lytic granule exocytosis inhibition; TALL-104 LAMP-1 surface exposure, flow cytometry; cells stimulated with thapsigargin and PMA; inhibition, % at 10 µM; hit rate 0.66% among 360,000; AID 651702;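 active = inhibition above about 55%, limit read from the data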
PDI turbidity = blocks human protein disulfide isomerase activity | P07237 | PDI insulin aggregation turbidity, A650, 90 min | inhibition, % at 10 µM | hit rate 0.052% among 350,000;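 active = mean inhibition across replicates of 30% or more, whatever share of single replicates reach that level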;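 also: absorbance from insulin aggregation driven by PDI reduction with DTT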
ABCB6 inh MLPCN = blocks the human ABCB6 transporter | Q9NP58 | K562-ABCB6 porphyrin accumulation, flow cytometry, 1 h; active compounds read low | fluorescence ratio to DMSO, % at 10 µM | hit rate 0.19% among 360,000 | AID 602162;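 active = fluorescence ratio to DMSO below 75%, the collection mean minus 3 SD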;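 also: signal is porphyrin accumulated inside mitochondria; 100% equals median channel fluorescence of DMSO control wells; lower ratio means ABCB6 inhibition with less porphyrin fluorescence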
Target sequence (Q9NP58 whole entry, looked up): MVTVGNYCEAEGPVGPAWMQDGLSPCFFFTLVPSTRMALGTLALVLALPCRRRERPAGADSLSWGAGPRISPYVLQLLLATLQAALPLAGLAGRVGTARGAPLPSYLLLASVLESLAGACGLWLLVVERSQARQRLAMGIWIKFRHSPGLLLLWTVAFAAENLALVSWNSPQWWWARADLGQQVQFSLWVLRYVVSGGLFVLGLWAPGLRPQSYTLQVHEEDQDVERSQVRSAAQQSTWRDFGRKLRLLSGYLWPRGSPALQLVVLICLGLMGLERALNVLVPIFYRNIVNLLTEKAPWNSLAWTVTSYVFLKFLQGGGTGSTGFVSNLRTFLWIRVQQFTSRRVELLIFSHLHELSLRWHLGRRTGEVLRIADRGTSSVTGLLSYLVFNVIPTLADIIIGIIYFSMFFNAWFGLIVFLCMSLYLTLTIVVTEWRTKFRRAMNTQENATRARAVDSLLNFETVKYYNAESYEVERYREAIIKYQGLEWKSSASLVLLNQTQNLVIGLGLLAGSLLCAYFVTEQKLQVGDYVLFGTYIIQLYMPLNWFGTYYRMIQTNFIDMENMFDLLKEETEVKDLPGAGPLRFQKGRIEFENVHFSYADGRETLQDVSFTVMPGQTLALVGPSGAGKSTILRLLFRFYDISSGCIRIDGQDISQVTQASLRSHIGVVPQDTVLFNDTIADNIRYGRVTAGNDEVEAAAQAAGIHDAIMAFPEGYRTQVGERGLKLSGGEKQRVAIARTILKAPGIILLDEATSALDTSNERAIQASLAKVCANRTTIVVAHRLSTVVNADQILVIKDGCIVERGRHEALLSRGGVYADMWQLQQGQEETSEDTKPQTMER
The depositor's hits bear a star; x = no result given.

Each structure is followed by: Glyco luc inh	iPSC survival up	Vif imaging	m5-HT2A agonist	Cardio protect	CaV13 FRET inh	aDG glyco act	Granule exo inh	PDI turbidity	ABCB6 inh MLPCN
> Cc1cc(C2C(C#N)=C(N)Oc3n[nH]c(C)c32)c(C)s1 (centres undefined)
→ 0.6	6.4	-5.6	0.0	-4.9	-5.2	1.1	-0.9	5.0	103.0
> O=C(COC(=O)c1ccccc1NS(=O)(=O)c1cccs1)NCC12CC3CC(CC(C3)C1)C2
→ -2.1	1.6	2.1	-2.2	-14.1	-2.5	-0.1	-0.4	10.8	105.0
> Cc1cccc(C)c1NC(=S)N=Nc1c(O)n(C)c2ccc(S(=O)(=O)N3CCOCC3)cc12
→ 9.9	-2.2	-2.6	-3.7	29.2	-4.3	2.0	-0.8	4.0	85.0
> CCc1ccc(NC(=O)CCC(=O)c2ccc(C)cc2)cc1
→ 1.6	-0.6	1.6	-3.1	-1.3	-20.5	0.0	-5.2	4.5	108.0
> Cc1cc(=O)n(C(C)(C)C)c(=O)n1Cc1ccccc1
→ 1.8	0.0	-4.4	3.5	-4.8	-2.0	0.0	-2.6	16.6	98.0
> O=C(O)c1cccc(-n2cccc2/C=C2/NC(=O)N(c3ccc(Cl)cc3)C2=O)c1
→ 0.5	-3.3	3.1	12.1	-0.1	-4.4	-0.1	9.1	3.2	101.0
> N#C/C(=C\c1c(Cl)cccc1Cl)c1nc2ccccc2o1
→ 2.6	-3.0	-1.3	0.1	-7.7	-8.0	-0.2	-8.3	-6.2	92.0
> Cc1ccc(-n2ncc3c(Nc4c(C)n(C)n(-c5ccccc5)c4=O)ncnc32)c(C)c1
→ 0.1	-0.9	-1.9	-1.1	2.1	-8.0	0.1	0.0	2.8	98.0
> COc1cc(-c2nnc(SCC(=O)O)n2-c2ccccc2)cc(OC)c1OC
→ -0.7	0.3	9.2	-2.4	12.5	-19.2	0.1	-1.0	-3.7	98.0
> Cc1cc(OCc2ccc(C(=O)n3cccn3)o2)ccc1Cl
→ -0.6	2.2	5.0	7.5	-6.9	x	0.1	0.7	1.5	105.0

5 consecutive compounds out of the list so far, quoted:
Each structure is followed by: Glyco luc inh	iPSC survival up	Vif imaging	m5-HT2A agonist	Cardio protect	CaV13 FRET inh	aDG glyco act	Granule exo inh	PDI turbidity	ABCB6 inh MLPCN
> Cc1cc(C2C(C#N)=C(N)Oc3n[nH]c(C)c32)c(C)s1 (centres undefined)
→ 0.6	6.4	-5.6	0.0	-4.9	-5.2	1.1	-0.9	5.0	103.0
> O=C(COC(=O)c1ccccc1NS(=O)(=O)c1cccs1)NCC12CC3CC(CC(C3)C1)C2
→ -2.1	1.6	2.1	-2.2	-14.1	-2.5	-0.1	-0.4	10.8	105.0
> Cc1cccc(C)c1NC(=S)N=Nc1c(O)n(C)c2ccc(S(=O)(=O)N3CCOCC3)cc12
→ 9.9	-2.2	-2.6	-3.7	29.2	-4.3	2.0	-0.8	4.0	85.0
> CCc1ccc(NC(=O)CCC(=O)c2ccc(C)cc2)cc1
→ 1.6	-0.6	1.6	-3.1	-1.3	-20.5	0.0	-5.2	4.5	108.0
> Cc1cc(=O)n(C(C)(C)C)c(=O)n1Cc1ccccc1
→ 1.8	0.0	-4.4	3.5	-4.8	-2.0	0.0	-2.6	16.6	98.0

New compounds follow.
Each structure is followed by: Glyco luc inh	iPSC survival up	Vif imaging	m5-HT2A agonist	Cardio protect	CaV13 FRET inh	aDG glyco act	Granule exo inh	PDI turbidity	ABCB6 inh MLPCN
> COc1ccc(NC(=O)C2CCCN(c3nn4c(=O)cc(C)nc4s3)C2)cc1 (centres undefined)
→ 0.0	-2.3	-1.0	-5.2	13.3	18.1	-0.1	-1.3	x	99.0
> S=C(NCC1CCCO1)N1CCN(c2cccc(Cl)c2)CC1 (centres undefined)
→ -1.9	-1.7	-0.5	0.9	-6.0	-6.9	-0.1	1.5	0.8	107.0
> O=C(CSc1nc2ccccc2n1CCc1ccccc1)N1CCOCC1
→ 0.8	3.3	5.6	-0.9	5.0	-5.8	-0.3	-0.5	16.4	104.0
> O=C(c1cccc([N+](=O)[O-])c1)N1CCCC(C(=O)N2CCCCC2)C1 (centres undefined)
→ 1.9	1.6	2.4	5.4	0.3	-1.2	0.1	1.0	2.6	95.0
> CN(CC1CCOCC1)C(=O)CC1C(=O)NCCN1CC1CCCCC1 (centres undefined)
→ 0.3	-1.9	-5.0	-2.1	6.6	-6.6	-0.4	-2.2	7.3	98.0
> O=[N+]([O-])c1ccc2nc[nH]c2c1
→ -1.3	-0.8	-2.5	-0.7	2.0	-16.8	-0.2	0.1	-4.8	101.0
> COCC(=O)N1CCC2CC1c1c(-c3ccc(C(F)(F)F)cc3)cccc12 (centres undefined)
→ 4.0	-3.8	x	0.2	10.3	-6.2	0.0	-1.1	-6.3	102.0
> CCN(CCNC(=O)C1CCN(S(=O)(=O)c2cccc3cccnc23)CC1)c1ccccc1
→ -1.1	0.0	7.6	-2.0	4.2	-1.3	0.0	-2.0	2.0	103.0
> Cc1ccccc1NC(=O)C1CCN(C2=NS(=O)(=O)c3ccccc32)CC1
→ 4.1	0.1	-1.5	4.5	3.0	-2.5	-0.1	0.7	5.7	106.0
> CC1CCN(C(=O)CN(Cc2ccc(F)cc2)S(C)(=O)=O)CC1
→ -0.4	0.6	-5.3	5.4	1.5	0.7	0.0	-5.6	7.3	93.0
> Cc1ccc(C(=O)OCC(=O)NNC(=O)c2ccccc2)c(O)c1
→ 0.3	0.8	-2.9	-1.2	0.9	-6.2	0.5	19.1	-15.7	98.0
> Cc1cc(C)c2nc(NC(=O)CN3C(=O)NC4(CCCC4)C3=O)sc2c1
→ 1.8	-0.3	6.1	-5.2	-2.3	-11.7	0.0	9.1	-3.4	103.0
> COc1cccc(CC(=O)N(CCC2=CCCCC2)c2c(N)n(Cc3ccccc3)c(=O)[nH]c2=O)c1
→ 1.9	2.4	11.0	2.5	-1.3	-5.8	-0.1	-0.8	5.8	104.0
> O=C1NC[C@@H](Cc2cccc3ccccc23)N(CC2CCCCC2)C1=O
→ 0.7	0.2	-11.1	-5.8	-5.1	x	0.1	-18.9	0.5	96.0
> C(=C\c1nc(-c2cccnc2)no1)/c1ccccc1
→ -2.2	1.4	5.2	-4.0	-0.9	-5.9	0.0	3.4	1.6	82.0
> COc1ccc(-c2ccc3c(c2)S(=O)(=O)c2cccc(C(=O)NC4CCCC4)c2C3=O)cc1OC
→ 2.8	-1.3	1.6	0.4	1.2	-42.0	-0.2	-5.2	5.7	92.0
> COc1ccccc1NS(=O)(=O)c1cccc(C(=O)N2CCN(C(=O)c3ccco3)CC2)c1
→ 0.4	-0.3	-2.4	-3.1	3.6	-5.7	0.2	4.2	-4.8	97.0
> COc1ccc(/C=C2\SC(=S)N(CCCC(=O)N3CCN(C)CC3)C2=O)cc1
→ -0.6	-0.4	29.9	-3.5	-7.4	-1.9	0.8	62.7*	26.8	93.0
> Cc1ccccc1-c1nnc(SCCC(=O)N2CCOCC2)o1
→ -0.6	-0.2	-4.9	-4.3	-4.0	-6.2	0.1	0.4	1.3	99.0
> Cc1ccc(C)n1CCN1CCN(C(=O)c2ccco2)CC1
→ -0.4	0.2	-0.2	1.8	0.0	x	-0.2	-1.1	-1.2	95.0
> C=C[C@@H]1c2c(F)cccc2N(S(=O)(=O)c2ccc(C)cc2)[C@H](c2ccc(OC(C)=O)cc2)C1(C#N)C#N
→ -8.2	-1.3	-13.1	3.0	0.9	-5.1	0.3	3.2	-4.4	98.0
> C[C@@H]1CC[C@H]2C(=O)N3[C@@H](CC[C@@H](C)[C@@H]3c3ccc(Br)cc3)C(=O)N2[C@H]1c1ccc(Br)cc1
→ -1.2	1.5	0.3	4.2	-2.1	-11.5	0.1	-5.1	-0.1	98.0
> CSc1nc2c(c(=O)[nH]1)C(c1cccs1)C1=C(CCCC1=O)N2 (centres undefined)
→ -1.2	-0.3	-1.1	-4.8	8.0	-8.1	-0.1	-2.6	7.6	97.0
> Cc1nc2nc(-c3cccs3)cn2nc1C
→ -2.7	-0.6	2.8	3.0	-0.2	x	0.2	3.5	0.7	101.0
> O=S(=O)(c1cccc(F)c1)N1CCCN(c2ccc(C(F)(F)F)cn2)CC1
→ -1.1	-0.3	0.3	1.8	-9.9	-2.0	0.0	17.8	-10.5	90.0
> COc1cc(CCC(C)NCc2ccccc2)ccc1O (centres undefined)
→ -1.0	-0.1	6.0	2.7	5.8	-15.2	0.0	-10.9	-9.6	98.0
> O=C(O)CCNC1C=CS(=O)(=O)C1 (centres undefined)
→ -0.5	1.0	-3.8	0.3	3.8	-0.2	-0.2	-1.5	3.0	98.0
> COc1cc(C(C(=O)NCC2CCCO2)N(C(=O)Cn2nnc3ccccc32)c2ccc(OC)c(OC)c2)ccc1O (centres undefined)
→ 0.5	-0.3	6.9	-4.9	1.8	-7.2	0.1	-15.0	-16.6	91.0
> Cc1cc(C)cc(Cn2c3ccc(NC(=O)NCc4ccc(F)cc4)cc3c(=O)n2C)c1
→ -3.9	0.0	-9.4	-0.8	-5.6	-6.5	0.1	6.8	8.3	95.0
> COc1cccc(C(=O)Cn2c(NCCCO)nc3ccccc32)c1
→ 1.9	-0.9	-10.2	-3.2	1.8	-6.5	0.0	-2.6	-7.1	101.0
> CCC(CC)C(=O)N(C)c1c(C)nc2c(OCC=C(C)C)cccn12
→ 5.1	-0.2	1.4	-2.4	14.1	-6.8	0.2	2.5	1.6	104.0
> CC(NC(=O)c1ccc(N)cc1)c1ccccc1 (centres undefined)
→ -0.4	0.2	-6.2	5.7	1.7	-0.7	-0.2	0.9	-1.9	97.0
> CCN(CC)C(=O)C1CCN(CC2CC=CCC2)CC1 (centres undefined)
→ 0.6	-1.7	-3.9	-2.7	8.0	-0.6	0.4	3.8	16.6	87.0
> CCn1c(SCC(=O)Nc2nc(C)c(C(=O)OC)s2)nnc1C(C)C
→ 2.6	-0.8	1.6	4.9	10.7	-4.4	0.0	-0.7	1.9	104.0
> CCS(=O)(=O)N1CCC(C(=O)NCCCN2CCCC2)CC1
→ 0.3	0.7	-2.5	-1.2	6.1	-2.0	-0.2	6.4	1.9	101.0
> CCOc1ccc(NC(=O)CCN2CCCCC2)cc1
→ -1.9	-1.5	12.1	-2.7	2.6	-3.8	0.0	-1.6	0.8	97.0
> NC(N)=Nc1nc(CCN2C(=O)c3ccccc3C2=O)cs1
→ 0.7	-1.7	30.6	-6.9	-3.7	-3.2	0.1	-0.5	-5.3	97.0
> CS(=O)(=O)NN1C(=O)c2ccccc2NC1c1cccc(O)c1 (centres undefined)
→ 1.4	0.0	-12.1	2.5	-2.4	-6.9	0.0	0.5	-2.3	97.0
> Cc1ccc(C)c(C(=O)COC(=O)c2ccc(Br)o2)c1
→ -1.2	-2.6	9.4	5.0	-9.1	-4.7	0.0	-1.7	-0.6	104.0
> O=C(O)c1ccc(S(=O)(=O)N2CCCCCC2)cc1
→ 0.7	3.1	-0.5	1.9	15.5	-5.2	0.0	-1.7	-4.8	95.0
> COc1ccc(NC(=O)Cn2c(=O)cnc3ccccc32)cc1S(=O)(=O)N1CCCCC1
→ 2.9	0.5	-2.7	-5.4	0.7	-16.6	0.2	1.5	-2.0	93.0
> O=C(CC1(O)C(=O)Nc2ccccc21)c1ccccc1 (centres undefined)
→ 5.3	-0.2	-5.8	4.9	6.4	-7.1	0.6	-1.1	-5.0	105.0

Bioassay records as filed in PubChem BioAssay.
